ERAP1 inh – human ERAP1 aminopeptidase inhibitors, primary screen, biochemical, single point, plate reader | Endoplasmic reticulum aminopeptidase 1 (Homo sapiens), Q9NZ08 | recombinant ERAP1, Leu-AMC fluorescence, 60 min | inhibition, % at 10.7 µM | 340,000 compounds, 0.15% hits;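 active = mean replicate inhibition of at least 30%, or all replicates individually reaching that 30% level; inactive = mean below 30% and not every replicate reaching it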;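 also: 0% = neutral control wells and 100% = L-leucinethiol positive control wells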
Target sequence (Q9NZ08 whole entry, looked up): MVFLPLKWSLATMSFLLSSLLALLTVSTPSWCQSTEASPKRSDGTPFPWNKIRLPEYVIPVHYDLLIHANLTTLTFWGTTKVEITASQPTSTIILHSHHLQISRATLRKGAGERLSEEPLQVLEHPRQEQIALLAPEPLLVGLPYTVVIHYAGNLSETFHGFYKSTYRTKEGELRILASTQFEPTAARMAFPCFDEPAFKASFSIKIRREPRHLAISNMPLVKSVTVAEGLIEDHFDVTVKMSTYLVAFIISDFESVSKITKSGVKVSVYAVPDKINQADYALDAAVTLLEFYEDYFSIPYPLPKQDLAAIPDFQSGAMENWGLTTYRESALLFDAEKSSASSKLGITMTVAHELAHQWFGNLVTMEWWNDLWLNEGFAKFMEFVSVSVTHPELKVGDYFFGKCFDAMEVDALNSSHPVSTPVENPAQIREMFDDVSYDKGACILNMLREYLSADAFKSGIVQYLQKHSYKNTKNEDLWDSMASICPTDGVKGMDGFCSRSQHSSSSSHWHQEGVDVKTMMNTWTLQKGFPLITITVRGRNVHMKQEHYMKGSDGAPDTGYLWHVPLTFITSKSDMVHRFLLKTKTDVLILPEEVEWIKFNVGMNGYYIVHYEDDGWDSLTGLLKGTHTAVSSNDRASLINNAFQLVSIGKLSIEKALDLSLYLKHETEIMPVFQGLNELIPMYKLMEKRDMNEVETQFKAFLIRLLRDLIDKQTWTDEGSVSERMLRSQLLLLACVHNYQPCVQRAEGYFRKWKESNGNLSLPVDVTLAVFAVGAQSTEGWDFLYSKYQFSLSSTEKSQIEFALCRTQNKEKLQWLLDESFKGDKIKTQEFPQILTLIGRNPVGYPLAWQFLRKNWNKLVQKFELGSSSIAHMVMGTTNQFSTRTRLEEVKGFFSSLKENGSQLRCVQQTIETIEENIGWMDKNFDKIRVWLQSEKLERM
S100A4 inh HTS – inhibitors of S100A4-myosin IIA peptide binding, primary screen, biochemical, fluorescence polarization, TAMRA-MyoIIA peptide; Protein S100-A4 (Homo sapiens), P26447; inhibition, % at 10.7 µM; 360,000 compounds, 0.14% hits; AID 652163, 2013;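 active = mean inhibition of at least 70% across replicates, with every replicate also reaching that level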
Target sequence (P26447 whole entry, looked up): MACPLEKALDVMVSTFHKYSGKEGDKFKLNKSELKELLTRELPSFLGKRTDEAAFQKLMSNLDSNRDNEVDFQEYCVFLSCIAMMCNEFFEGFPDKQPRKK
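Material: S100A4 monomer (human). Medium: Calcium-containing HEPES buffer, pH 7.2. Probe or stimulus: labelled myosin peptide probe, 5 nM. Compound dosing: one concentration per compound. Timing: polarization read 5 min after assay mix addition, stable 5–60 min. Benchmarks: DMSO as neutral control, TFP as positive control.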
Cneo AK release – Cryptococcus neoformans cell lysis inducers, primary screen, AK release luminescence, single concentration. AID 651654, 2012. lysis activity, % at 15 µM. 360,000 compounds, 0.2% hits. C. neoformans lysis, adenylate kinase release luminescence, 4 h; normalised: neutral wells 0, clomiphene wells 100;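 active = mean lysis activity across replicates of at least 80%, whatever share of replicates individually reach that level; inactive = mean lysis activity below 80%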
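Test system: log-phase Cryptococcus neoformans yeast cells; Quantity: yeast cell density of 5 × 10^6 cells/mL; Buffer or medium: YPD; Doses: single compound concentration per well; Timing: 4 h at 37 °C static, read 1 h later; Measured by: AK luminescence; Read-out basis: lysis from increased AK signal; Control set: Clomiphene as positive control.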
SIRT5 block – SIRT5 desuccinylase inhibitors, primary screen, biochemical, fluorescence imaging, single point, set 5. Purified SirT5, succinyl-peptide AMC, trypsin-coupled fluorescence. 330,000 compounds, 1.1% hits. inhibition, % at 15 µM. NAD-dependent protein deacylase sirtuin-5, mitochondrial (Homo sapiens), Q9NXA8; in the data active = inhibition above about 15%
XiGFP reactiv – activators of inactive X chromosome reactivation, primary screen, imaging, XiGFP fibroblasts, GFP high-content imaging, set 2. XiGFP mouse fibroblasts, % GFP-positive cells imaging, 3 d; cells co-treated with 5-aza-dC sensitizer; scaled so ellipticine positive control = 100%. activation, % at 7.58 µM. 360,000 compounds, 0.055% hits. AID 743238, 2013;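 active = mean normalized replicate activation at least 10% and every replicate at or above 10%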;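 also: 0% = median of on-plate neutral control wells and 100% = ellipticine 6 µM median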
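material = 68-5-11 XiGFP fibroblast line | medium = DMEM plus 5-aza-dC sensitizer | schedule = 3 days compound exposure | benchmarks = positive control ellipticine, 6 µM final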
LGR2 antag – inhibitors of bursicon-induced LGR2 CRE-luciferase signal, primary screen, cell-based, HEK293, CRE-luciferase reporter, bursicon stimulation | 380,000 compounds, 0.35% hits | inhibition, % at 9.99 µM | bursicon-stimulated, 4 h | AID 720647, 2013;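 active = drop in luminescence signal, shown as inhibition above about 50% in the replicate tests, limit read from the data, passing the limit was not always enough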;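 also: agonist challenge used bursicon conditioned medium at about half maximal strength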
C2C12 statin – suppressors of statin myotoxicity in C2C12 myotubes, primary screen, cell-based, single point, plate reader; rescue of ATP level, % at 7.49 µM; 330,000 compounds, 0.78% hits; C2C12 myotubes + simvastatin, ATP luminescence, 48 h; scaled: DMSO 0, geranylgeraniol control 100; AID 602340, 2012;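 active = mean ATP rescue above about 67%, or every replicate alone reaching that limit, limit read from the data, passing the limit was not always enough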;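 also: myotubes were challenged with 10 µM simvastatin during compound exposure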
PGC1a acetyl inh – inhibitors of PGC1a acetylation signal, primary screen, cell-based, U2OS, AlphaScreen, inhibitor mode. AID 651687, 2012. inhibition, % at 15.6 µM. 350,000 compounds, 0.17% hits. AlphaScreen anti-acetyl-lysine; with virally co-expressed GCN5 acetyltransferase;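 active = every replicate shows inhibition of at least 40%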;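 also: 0% = neutral control wells and 100% = positive control wells; some results beyond the cut were filed as inactive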
Starred values were filed as active, the others as inactive; · = not tested or not shown.

SMILES	ERAP1 inh	S100A4 inh HTS	Cneo AK release	SIRT5 block	XiGFP reactiv	LGR2 antag	C2C12 statin	PGC1a acetyl inh
C[C@H](CO)N1C[C@H](C)[C@H](CN(C)C(=O)C2CCCCC2)Oc2cc(-c3ccccc3)ccc2S1(=O)=O	3	11	0	4	0.3	8	-5	-63
CN(C1CCCCC1)S(=O)(=O)Cc1ccccc1	2	-1	·	-4	·	-33	·	·
COC(=O)c1cccc(C23CC4(C2)[C@H](CN(C)[C@@H]4c2ccccc2)C3c2ccccc2)c1 (stereo partly drawn)	-1	-6	4	·	0.0	21	-4	·
CC(C)NC(=O)Nc1ccc2c(c1)C(=O)N([C@H](C)CO)C[C@@H](C)[C@H](CN(C)C(=O)Nc1cccc3ccccc13)O2	2	-8	-4	2	-0.8	17	8	2
N#CC1C(=O)c2ccccc2C1c1ccccc1 (stereo not drawn)	-1	8	·	·	0.6	-25	·	·
O=C(Cn1nc(-c2ccco2)ccc1=O)Nc1cc(Cl)ccc1Cl	3	-3	3	-7	0.0	-10	-3	-5
CC(C)NC(=O)N(C)C[C@H]1Oc2ccc(NS(=O)(=O)c3ccccc3)cc2CC(=O)N([C@@H](C)CO)C[C@H]1C	-5	4	-2	·	-0.1	13	6	-7
Cc1cc(=O)oc2cc(OCC(=O)NC3CCCCC3)ccc12	2	-5	-3	-7	0.0	-5	0	·
CC(C)NC(=O)c1ccc(N(Cc2ccc(Cl)cc2)S(C)(=O)=O)cc1	-3	-1	4	·	0.8	21	-1	6
CC(=O)Nc1ccc(N(C(=O)CNC(=O)c2ccco2)C(C(=O)NC2CCCC2)c2ccco2)cc1 (stereo not drawn)	1	1	6	-1	0.1	4	-7	·
CC(=O)Nc1ccc(S(=O)(=O)Nc2nc3ccccc3nc2-n2ccc(=NC(=O)c3ccc(F)cc3)cc2)cc1	0	-1	1	-4	-0.1	0	8	4
C[C@@H]1CCCCO[C@@H](CN(C)S(C)(=O)=O)[C@@H](C)CN([C@H](C)CO)C(=O)c2cc(NS(=O)(=O)c3cn(C)cn3)ccc2O1	-5	10	-7	2	0.2	18	·	0
CCCC#Cc1cnc2c(c1)C(=O)N([C@@H](C)CO)C[C@@H](C)[C@H](CN(C)C(=O)Nc1ccc(OC)cc1)O2	3	7	0	-1	0.7	-25	34	2
C=CCc1cc(Cl)ccc1OCCN1CC(C)OC(C)C1 (stereo not drawn)	6	-5	·	1	0.4	11	·	·
N#CC1(Nc2ccc3ccccc3c2)CCCC1	-3	-1	0	-3	0.2	-53	4	-7
Cc1ccc(CN2CC(=O)N3[C@H](C2)[C@@H](c2ccc(-c4ccccc4F)cc2)[C@@H]3CO)cc1	1	-5	·	3	0.0	-1	·	-8
Oc1ccc(Cl)cc1C1=Nc2ccccc2N=C(c2ccco2)C1	2	0	-2	-2	·	-31	-9	8
O=C(COC(=O)/C=C/c1cccs1)NC(=O)Cc1ccccc1	-4	-2	·	-2	0.0	-39	-4	-3
c1ccc(CSc2nc3ncccn3n2)cc1	3	2	1	-1	0.1	-26	8	6
CCCS(=O)(=O)NC(=O)C1(C)CCCN(C(=O)c2cc(C(C)(C)C)nn2C)C1 (stereo not drawn)	-3	1	0	·	-0.1	0	0	-4
COc1cc(OC)c(/C=N/NC(N)=S)cc1Br	8	1	·	-4	-0.1	4	·	·
C[C@@H]1CCCCO[C@@H](CN(C)CC2CCCCC2)[C@@H](C)CN([C@H](C)CO)C(=O)c2cc(NC(=O)CCCCCC(=O)Nc3ccccc3N)ccc2O1	2	7	2	·	-1.1	-4	·	-9
O=C(/C=C/c1cccc2ccccc12)N1CCOCC1	3	2	·	0	0.4	-29	·	·
O=C(Nc1ccc(Cl)cc1)c1nc[nH]c1C(=O)NCCCCNC(=O)c1[nH]cnc1C(=O)Nc1ccc(Cl)cc1	0	-5	-1	·	-0.1	-5	-57	·
C[C@H](CO)N1C[C@H](C)[C@H](CN(C)C(=O)Nc2ccccc2F)Oc2ncc(-c3ccccc3)cc2C1=O	-7	-15	1	1	0.1	-6	1	0

14 compounds from above, ordered by length of the SMILES, largest number first.
SMILES	ERAP1 inh	S100A4 inh HTS	Cneo AK release	SIRT5 block	XiGFP reactiv	LGR2 antag	C2C12 statin	PGC1a acetyl inh
C[C@H](CO)N1C[C@H](C)[C@H](CN(C)C(=O)C2CCCCC2)Oc2cc(-c3ccccc3)ccc2S1(=O)=O	3	11	0	4	0.3	8	-5	-63
O=C(Nc1ccc(Cl)cc1)c1nc[nH]c1C(=O)NCCCCNC(=O)c1[nH]cnc1C(=O)Nc1ccc(Cl)cc1	0	-5	-1	·	-0.1	-5	-57	·
CC(=O)Nc1ccc(S(=O)(=O)Nc2nc3ccccc3nc2-n2ccc(=NC(=O)c3ccc(F)cc3)cc2)cc1	0	-1	1	-4	-0.1	0	8	4
COC(=O)c1cccc(C23CC4(C2)[C@H](CN(C)[C@@H]4c2ccccc2)C3c2ccccc2)c1 (stereo partly drawn)	-1	-6	4	·	0.0	21	-4	·
CC(=O)Nc1ccc(N(C(=O)CNC(=O)c2ccco2)C(C(=O)NC2CCCC2)c2ccco2)cc1 (stereo not drawn)	1	1	6	-1	0.1	4	-7	·
CCCS(=O)(=O)NC(=O)C1(C)CCCN(C(=O)c2cc(C(C)(C)C)nn2C)C1 (stereo not drawn)	-3	1	0	·	-0.1	0	0	-4
O=C(Cn1nc(-c2ccco2)ccc1=O)Nc1cc(Cl)ccc1Cl	3	-3	3	-7	0.0	-10	-3	-5
O=C(COC(=O)/C=C/c1cccs1)NC(=O)Cc1ccccc1	-4	-2	·	-2	0.0	-39	-4	-3
Cc1cc(=O)oc2cc(OCC(=O)NC3CCCCC3)ccc12	2	-5	-3	-7	0.0	-5	0	·
C=CCc1cc(Cl)ccc1OCCN1CC(C)OC(C)C1 (stereo not drawn)	6	-5	·	1	0.4	11	·	·
O=C(/C=C/c1cccc2ccccc12)N1CCOCC1	3	2	·	0	0.4	-29	·	·
CN(C1CCCCC1)S(=O)(=O)Cc1ccccc1	2	-1	·	-4	·	-33	·	·
N#CC1C(=O)c2ccccc2C1c1ccccc1 (stereo not drawn)	-1	8	·	·	0.6	-25	·	·
c1ccc(CSc2nc3ncccn3n2)cc1	3	2	1	-1	0.1	-26	8	6

(cont.)
SMILES	ERAP1 inh	S100A4 inh HTS	Cneo AK release	SIRT5 block	XiGFP reactiv	LGR2 antag	C2C12 statin	PGC1a acetyl inh
CCOC(=O)Cn1nc(C)n(-c2cccc(Cl)c2)c1=O	0	-4	1	1	0.1	-10	-3	-1
Cc1ccc(NC(=S)N=Nc2c(O)[nH]c3ccccc23)cc1	1	7	·	-3	0.2	1	·	·
O=C(NCc1ccncn1)[C@@H]1[C@@H](CO)[C@@H]2Cn3c(ccc(-c4cccc(F)c4)c3=O)[C@@H]2N1CC1CC1	-4	21	1	-1	-0.1	-1	1	·
CCCCCC(=O)Nc1cccc2ccccc12	-2	-10	·	-3	0.0	-3	·	·
COc1ccc(CCNC(=O)CCc2ccsc2)cc1OC	-5	-2	4	-2	0.0	8	7	25
O=C(O)Cc1sc(Nc2cccc3ccccc23)nc1-c1ccc(F)cc1	-2	-10	-1	-4	0.0	4	-5	·
O=C(NCC1CCCO1)c1cc(Br)c(Br)s1 (stereo not drawn)	1	-6	10	-4	0.2	4	-3	·
O=C(C[C@H]1CC[C@H](NS(=O)(=O)c2ccccc2)[C@H](CO)O1)N1CCN(c2ccccc2)CC1	-1	20	·	-1	1.0	-14	·	11
CC1CC=CCC1(CO)CO (stereo not drawn)	0	-5	-1	2	-0.1	3	10	-14
COc1ccccc1-c1cc(NC(C)=O)c2ncc(-c3ccc(F)cc3)n2c1	4	-1	-1	3	0.0	-12	-6	-15
Cc1ccc(Nc2nnc(-c3ccc(N4CCOCC4)c([N+](=O)[O-])c3)c3ccccc23)cc1	1	4	·	4	0.3	-9	·	·
Cc1cc(C(=O)NCc2ccc(F)cc2)c2ccccc2n1	-1	-1	-11	0	0.1	1	-27	·
O=C(Cc1ccc(F)cc1)Nc1ccc(S(=O)(=O)N2CCCC2)cc1	2	-4	-1	-2	0.4	-9	8	4
N#Cc1ccc(-c2ccc3c(c2)[C@@H]2[C@@H](CCN2C(=O)C2CCC2)[C@@H](CO)N3)cc1	0	-18	·	0	0.3	-11	·	11
CC(C)NC(=O)N1CC2(C1)[C@H](c1ccccc1)[C@@H](CO)N2C(=O)C1CCC1	-2	3	·	0	0.3	-5	·	-1
COc1ccccc1N1CCN(C(=O)CN(C2CCCCC2)S(C)(=O)=O)CC1	5	5	·	0	0.4	-1	13	5
COc1cc(C(O)c2nc(-c3cccc(C(F)(F)F)c3)cs2)ccc1F (stereo not drawn)	1	-1	0	·	0.5	-4	3	·
Cc1ccc(S(=O)(=O)N2CCN(CN3C(=O)CC4(CCCC4)C3=O)CC2)cc1	-1	0	·	-2	-0.1	0	·	·
CN(C)CC(=O)N[C@H]1CC[C@@H](CCn2cc(C3CC3)nn2)O[C@H]1CO	2	7	1	2	-0.4	3	-2	19
Nc1ccc(O)c2c(=O)cc(-c3ccccc3Cl)oc12	1	-3	0	·	0.1	-9	·	18
CN(CC(=O)Nc1ccc(N2CCOCC2)cc1)CC(=O)Nc1ccc([N+](=O)[O-])cc1Br	0	2	·	-2	0.0	-2	·	·
COc1ccc(NC(=O)Nc2cccc3c2O[C@@H](CN(C)Cc2ccc4c(c2)OCO4)[C@H](C)CN([C@H](C)CO)C3=O)cc1	5	-1	56	4	0.2	-10	4	4
Cn1nnnc1SCC1=C(C(=O)O)N2C(=O)C(NC(=O)C3CC3c3ccccc3)C2SC1 (stereo not drawn)	1	-2	·	-1	0.1	-6	·	5
Cc1ccc(S(=O)(=O)N(C)C)cc1NC(=O)Nc1ccccc1	-1	-5	·	3	0.3	-3	·	·

Two compounds from above with just LGR2 antag.
canonical_smiles	LGR2 antag
CCCCCC(=O)Nc1cccc2ccccc12	-3
CN(C)CC(=O)N[C@H]1CC[C@@H](CCn2cc(C3CC3)nn2)O[C@H]1CO	3

Compound activity (PubChem)

A portion of the library; count on the stated rates, not on these rows.
